High-throughput results deposited in PubChem BioAssay by Johns Hopkins Ion Channel Center.
Kir21 block – blocks the mouse Kir2.1 inward-rectifier potassium channel; P35561; B-score at 10 µM; HEK293-Kir2.1, FluxOR thallium flux fluorescence; stronger effect = lower value; hit rate 0.85% among 310,000;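 active means fluorescence ratio B-score at or below minus 3 SD of library scores, with starting-brightness B-score within 2 SD, cut at about -4.2 in these data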;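 further: channel flux triggered by added potassium and thallium sulfate stimulus; B-score of peak minus minimum fluorescence over baseline after thallium stimulus; more negative B-score means stronger Kir2.1 block with less thallium influx; some compounds called inactive have numbers as strong as hits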
KCNQ2 inh – KCNQ2 channel blockers in CHO-K1 cells – cell-based, FluxOR thallium flux, B-score, primary screen (AID 2156) | 20 min; stronger effect = lower value | hit rate 1.1% among 310,000 | B-score at 10 µM;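 active means fluorescence ratio B-score at most minus 3 library SDs, with starting brightness B-score within 2 library SDs, cut at about -5.5 in these data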
Target sequence (O88943 whole entry, looked up): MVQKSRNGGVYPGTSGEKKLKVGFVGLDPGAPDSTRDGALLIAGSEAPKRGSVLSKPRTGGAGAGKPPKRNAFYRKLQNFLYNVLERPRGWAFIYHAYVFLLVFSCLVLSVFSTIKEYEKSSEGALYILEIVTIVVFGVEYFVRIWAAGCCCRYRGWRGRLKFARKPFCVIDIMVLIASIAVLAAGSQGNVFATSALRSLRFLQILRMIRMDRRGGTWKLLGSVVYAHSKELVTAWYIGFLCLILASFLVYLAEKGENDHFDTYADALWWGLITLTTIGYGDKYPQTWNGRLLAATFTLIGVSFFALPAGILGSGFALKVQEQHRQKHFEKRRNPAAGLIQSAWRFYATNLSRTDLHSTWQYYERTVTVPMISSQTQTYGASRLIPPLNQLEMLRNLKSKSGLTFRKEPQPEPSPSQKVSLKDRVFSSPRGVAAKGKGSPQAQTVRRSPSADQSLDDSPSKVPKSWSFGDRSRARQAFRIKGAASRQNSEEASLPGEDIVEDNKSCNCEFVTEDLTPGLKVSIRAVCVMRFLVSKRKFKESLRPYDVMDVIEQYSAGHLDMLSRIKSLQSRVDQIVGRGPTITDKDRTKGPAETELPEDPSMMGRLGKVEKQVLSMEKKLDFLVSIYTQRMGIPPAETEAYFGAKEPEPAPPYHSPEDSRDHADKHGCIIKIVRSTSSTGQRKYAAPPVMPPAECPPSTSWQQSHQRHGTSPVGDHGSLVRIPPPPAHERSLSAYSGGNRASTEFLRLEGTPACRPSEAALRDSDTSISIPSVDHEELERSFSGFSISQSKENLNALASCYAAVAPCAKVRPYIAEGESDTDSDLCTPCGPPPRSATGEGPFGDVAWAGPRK
CHT block – human CHT choline transport inhibition; Q9GZV3; CHT-expressing cells, membrane potential dye, choline response; stronger effect = lower value; B-score at 10 µM; hit rate 0.86% among 310,000; AID 488975;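 active means B-score over 3 SD under the library average, and starting fluorescence ratio not unusually high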;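 further: choline stimulus applied at its EC90 after an EC20 pre-addition; B-score computed on integrated fluorescence ratio after choline addition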
* marks the source's active call; other numbers are inactive results; i = inactive; . = not tested or not shown.

SMILES | Kir21 block | KCNQ2 inh | CHT block
Clc1ccc(C(c2nnnn2CCc2ccccc2)N2CCSCC2)cc1 (stereo unspecified) | 0.69 | i | i
COc1ccccc1OCC(=O)N1CCCCCCC1 | 0.03 | i | i
COc1ccccc1C(=O)N=C1NC(=O)CC2C(=O)NCCN12 (stereo unspecified) | -0.2 | i | i
O=C1C2C(C(=O)N1/N=C/c1cc(Br)cc([N+](=O)[O-])c1O)C1C=CC2C12CC2 (stereo unspecified) | -0.47 | i | -7.57*
CCOC(=O)c1sc(=S)n(-c2ccc(Cl)cc2)c1SC | -0.68 | i | i
O=C(Nc1ccc(S(=O)(=O)Nc2ncccn2)cc1)c1ccc(Cl)c([N+](=O)[O-])c1 | -0.35 | i | i
Cc1ccc(-c2cc(C(=O)OCC(=O)N(C)C3CCS(=O)(=O)C3)c3ccccc3n2)c(C)c1 (stereo unspecified) | -0.48 | i | i
COc1cc2c(cc1OC)C(c1ccccc1)N(C(=O)CCl)CC2 (stereo unspecified) | 0.92 | i | i
COc1ccc(N(C(=O)Cc2cccs2)C(C(=O)NC2CCCC2)c2ccncc2)cc1 (stereo unspecified) | 0.04 | i | i
COc1cc(/C=C2\SC(=O)N(CCNC(=O)c3cnc(C)cn3)C2=O)cc(OC)c1OC | 0.35 | i | i
COc1ccc(C2NC(=O)NC3=C2CCc2ccccc23)cc1 (stereo unspecified) | -0.17 | i | i
O=C(NCC1CCCO1)c1ccccc1-c1nc(-c2ccccc2F)no1 (stereo unspecified) | 0 | i | i
O=C(Cc1noc2ccccc12)NNC(=S)Nc1ccccc1 | -0.34 | i | i
Cc1ccc(NC(=O)/C=C2\NC(=O)CS2)cc1 | -1.36 | i | i
CCCCn1c(=O)n(CC(=O)Nc2ccc(OC)c(Cl)c2)c(=O)c2c1nc(CO)n2CCC | 0.28 | i | i
CC(=O)Nc1ccc(S(=O)(=O)NCCc2cc3c(C)ccc(C)c3[nH]c2=O)cc1 | -0.44 | i | i
CCOC(=O)N1CCN(C2=CC(=O)OC23CCCCC3)CC1 | 0.52 | i | i
CCN(CC)S(=O)(=O)c1ccc2c(c1)nc(SCC(=O)NCC1CCCO1)n2CC (stereo unspecified) | 0.33 | i | i
CN(C)c1ccc(CNc2nc(-c3ccccc3)nn2S(C)(=O)=O)cc1 | 1.59 | i | i
COCCC(=O)N1CCC(Oc2ccc(C(=O)N3CCCCCC3)cc2)CC1 | -0.81 | i | i
Cc1c(Cl)cccc1NC(=S)N(CCN(C)C)C(C)c1ccccn1 (stereo unspecified) | -0.21 | i | i
COCCCNC(=O)CS(=O)Cc1nc(-c2cccc(OC)c2)oc1C (stereo unspecified) | 0.12 | i | i
CCc1c(C(=O)Nc2ccc(OC)c(Cl)c2)[nH]c(C)c1C(C)=O | -0.63 | i | i
COc1ccc(C(=O)n2cc(C(=O)c3cc(C)ccc3O)cn2)cc1OC | -0.02 | i | i
O=C(CSc1n[nH]c(-c2ccccc2Cl)n1)NC1CCCCC1 | -2.63 | i | i
CCC(=O)Nn1c(C2CCC2)nc2ccccc2c1=O | 0.06 | i | i
CCOC(=O)c1nn(-c2ccccc2)c(-c2ccccc2)c1C(=O)c1ccccc1 | 0.68 | i | i
Cc1nn(-c2ccccc2)c(Cl)c1C(=O)NCC(C)c1ccccc1 (stereo unspecified) | 1.23 | i | i
O=C(CCCC(=O)N1CCN(c2ccccc2F)CC1)N1CCN(c2ccccc2F)CC1 | 0.56 | i | i
COc1cc(CCc2ccc3c(c2)OCO3)oc(=O)c1 | -0.24 | i | i
Cc1cc(C)n(C(=O)c2cc(F)c(F)cc2C)n1 | -0.34 | i | i
COc1ccc(-c2cc(C)no2)cc1S(=O)(=O)NCC(C)c1ccccc1 (stereo unspecified) | 0.18 | i | i
CN(C)c1ccc(S(=O)(=O)NCC(=O)OCC(=O)Nc2cccc(Cl)c2)cc1[N+](=O)[O-] | -1.16 | i | i
COc1cc(CN2CCCC(C(=O)c3ccc(SC)cc3)C2)cc(Cl)c1O (stereo unspecified) | -1.02 | i | i
CCC(Sc1nnc2c3ccccc3n(CC)c2n1)C(=O)Nc1sc2c(c1C#N)CCCC2 (stereo unspecified) | -0.64 | i | i
CCN(CC)c1ccc(/C=N/OCC(=O)Nc2cccc(C)c2)cc1 | -0.34 | i | i
COc1cc2c(cc1NC(=O)c1cccc(F)c1)CCCC2 | -1.35 | i | i
CCCCSCCCNC(=O)CCCN1C(=O)c2ccccc2Sc2ncccc21 | -0.57 | i | i
Cc1cc(C)cc(N(CC(=O)NC(C)(C)C)C(=O)CCC(=O)Nc2ccccn2)c1 | 0.81 | i | i
O=C(O)CCSc1nnc(CNc2ccc(Cl)cc2)n1Cc1ccccc1 | -1.05 | i | i
CCN1CCN(Cc2c(O)ccc3c2O/C(=C\c2ccccc2)C3=O)CC1 | -6.72 | i | i
COc1ccc2c(C)cc(SCC(=O)NCCN3C(=O)CSC3=O)nc2c1 | -1.13 | i | i
CCOC(=O)C1C(c2ccc(Cl)cc2)NC(=S)NC1(O)C(F)(F)F (stereo unspecified) | -1.34 | i | i
COc1ccc(C(=O)NCCNC(=O)c2cnccn2)cc1 | 0.6 | i | i
Cc1ccc(S(=O)(=O)/N=C2/NC(=O)/C(=C/c3ccccc3)S2)cc1 | -0.16 | i | i
N#Cc1ccc(CN2CCN(C(=O)c3ccccc3)CC2)c(Cl)c1 | 1.19 | i | i
COc1ccc(S(=O)(=O)N2CCC(C(=O)NC(C)CCc3ccccc3)CC2)cc1 (stereo unspecified) | 1.43 | i | i
Cc1ccc(NC(=S)N(CCN(C)C)Cc2cccs2)c(C)c1 | -2.3 | i | i

As entered above.
In Kir21 block, CCN1CCN(Cc2c(O)ccc3c2O/C(=C\c2ccccc2)C3=O)CC1 has the entry -6.72
In Kir21 block, COc1ccc(C(=O)NCCNC(=O)c2cnccn2)cc1 has the entry 0.6

Filtered by structure, the entries above containing an NH in an aromatic ring
SMILES | Kir21 block | KCNQ2 inh | CHT block
CC(=O)Nc1ccc(S(=O)(=O)NCCc2cc3c(C)ccc(C)c3[nH]c2=O)cc1 | -0.44 | i | i
CCc1c(C(=O)Nc2ccc(OC)c(Cl)c2)[nH]c(C)c1C(C)=O | -0.63 | i | i
O=C(CSc1n[nH]c(-c2ccccc2Cl)n1)NC1CCCCC1 | -2.63 | i | i

Carrying on:
SMILES | Kir21 block | KCNQ2 inh | CHT block
Cc1ccc(C(=O)N2CCN(c3ccc(N4CCOCC4)nn3)CC2)cc1C | 0.01 | i | i
CC(=O)c1ccc(S(=O)(=O)N2CCN(C(=O)CSC(=S)N3CCCC3)CC2)cc1 | -1.11 | i | i
COc1cccc(C(=O)NCCS(=O)(=O)N(C)C2CCCCC2)c1 | -0.52 | i | i
COC(=O)[C@@H]1[C@@H](C)N(Cc2ccccc2)C(=O)N[C@H]1c1cccc(C(F)(F)F)c1 | -0.92 | i | i
CNC(=S)Nc1cccc(-c2cnc3ccccc3n2)c1 | 0.96 | i | i
COc1ccc(-n2nnnc2S(=O)(=O)Cc2ccc(C(=O)O)cc2)cc1 | 0.27 | i | i
C/C(=C\c1ccccc1)C(=O)NCCCn1ccnc1 | -0.58 | i | i
C/C(=N\NC(=O)CNC(=O)C1COc2ccccc2O1)c1ccco1 (stereo unspecified) | 0.28 | i | i
CS(=O)(=O)N1N=C(c2cccs2)CC1c1ccco1 (stereo unspecified) | -0.98 | i | i
Cc1ccccc1NC(=O)c1cc(S(=O)(=O)c2ccccc2)ccc1Cl | 0.41 | i | i
O=C(Cn1cc([N+](=O)[O-])cn1)N1N=C(C(F)F)CC1(O)C(F)F (stereo unspecified) | 1.61 | i | i
COc1cc(NC(=O)C2CCCO2)c(OC)cc1Cl (stereo unspecified) | -2.92 | i | i

At a glance, some entries already given.
SMILES | Kir21 block | KCNQ2 inh | CHT block
CC(=O)c1ccc(S(=O)(=O)N2CCN(C(=O)CSC(=S)N3CCCC3)CC2)cc1 | -1.11 | i | i
COc1cccc(C(=O)NCCS(=O)(=O)N(C)C2CCCCC2)c1 | -0.52 | i | i
COC(=O)[C@@H]1[C@@H](C)N(Cc2ccccc2)C(=O)N[C@H]1c1cccc(C(F)(F)F)c1 | -0.92 | i | i
CNC(=S)Nc1cccc(-c2cnc3ccccc3n2)c1 | 0.96 | i | i
COc1ccc(-n2nnnc2S(=O)(=O)Cc2ccc(C(=O)O)cc2)cc1 | 0.27 | i | i
C/C(=C\c1ccccc1)C(=O)NCCCn1ccnc1 | -0.58 | i | i

Remaining list, next part
SMILES | Kir21 block | KCNQ2 inh | CHT block
CCc1nc(SCc2ccc([N+](=O)[O-])cc2)n[nH]1 | -0.29 | i | i
O=C(CSCc1ccco1)NC1CCCC1 | -0.08 | i | i
Cc1nc2ccc(S(=O)(=O)NCC(=O)NCCc3ccc(Cl)cc3)cc2s1 | -1.05 | i | i
CC(C)CNC(=O)COC(=O)c1ccccc1SCC(=O)NCC(C)C | -1.68 | i | i
CCCN1CCC(=O)N([C@H](CN=[N+]=[N-])CC(C)C)CC1 | 0.65 | i | i
COc1ccccc1NS(=O)(=O)c1cccc(NC(=O)Nc2ccccc2)c1 | -1.24 | i | i
CCOC(=O)c1sc(NC(=O)CC)c(C#N)c1C | 0.01 | i | i
Cc1nnc(SCc2ccccc2)n1CC1CCCO1 (stereo unspecified) | -1.27 | i | i
CC1CCCCN1C(=O)c1ccc(Br)o1 (stereo unspecified) | -0.1 | i | i
CC(C)(C)n1nc(-c2ccc(Cl)cc2)c2c(N)ncnc21 | -0.48 | i | i
C=CCOC(=O)c1sc(NC(=O)c2ccc(OC)cc2)nc1C | -0.38 | i | i
CC1Cc2ccccc2N1S(=O)(=O)c1cccc(C(=O)N2CC(=O)Nc3ccccc32)c1 (stereo unspecified) | 1.46 | i | i
Cc1c(C2(O)C(=O)Nc3ccc(F)cc32)c(=O)n(-c2ccccc2)n1C (stereo unspecified) | 0.36 | i | i
CCNC(=S)NNC(=O)c1ccc(OC(F)F)cc1 | -0.07 | i | i
CNNC(=O)C(=O)NNS(=O)(=O)c1ccccc1 | -0.3 | i | i
COc1ccc(/C=N/NC(=O)C(C)n2nnc3ccccc32)cc1OC (stereo unspecified) | 0.28 | i | i
CC1(C)C2CCC1(C)C1(C2)NC(=O)c2ccccc2O1 (stereo unspecified) | -2.32 | i | i
CCCCCOC(=O)Cn1c(N2CCCCCC2)nc2c1c(=O)[nH]c(=O)n2C | -0.05 | i | i
Cc1cccc(Nc2ncccc2C(=O)NCc2cccs2)c1C | 1.34 | i | i
Cc1ccc2nc(SCC(=O)N(CC(C)C)c3c(N)n(Cc4ccccc4)c(=O)[nH]c3=O)[nH]c2c1 | -0.33 | i | i
CCn1c(SCC(=O)c2ccccc2)nc2sc3c(c2c1=O)CCN(C)C3 | -0.54 | i | i
O=C1CCC(C(=O)N2CCN(c3cnccn3)CC2)CN1CCc1cccc(F)c1 (stereo unspecified) | 0.26 | i | i
CCC(C)NC(=O)c1ccccc1NC(=O)Nc1ccccc1 (stereo unspecified) | -0.41 | i | i
Cc1cc(C)cc(C(=O)NCC(=O)N2CCC3(CC2)NCCc2[nH]cnc23)c1 | 0.39 | i | i
CCSc1nnc(COc2ccccc2)n1CC | -0.08 | i | i
CCOc1ccccc1NC(=S)Nc1ccccc1F | 0.64 | i | i
COC(=O)c1ccc(N2C(=O)Nc3ccccc3N2O)cc1 | 0.57 | i | i
O=C(OCC(=O)N1CCCc2ccccc21)c1c(F)cccc1F | -0.67 | i | i
COc1ccc(-n2c(SCc3ccc([N+](=O)[O-])cc3)nnc2-c2ccccc2)cc1 | -0.75 | i | i
COc1ccc(OCC(O)CNC(=O)Nc2cc(F)ccc2C)cc1 (stereo unspecified) | 0.4 | i | i
Cc1ccc(C)c2[nH]c(=O)c(CN(Cc3ccc4c(c3)OCO4)Cc3nnnn3Cc3ccco3)cc12 | 1.92 | i | i
O=C(c1cccc([N+](=O)[O-])c1)N1CCCC(C(=O)N2CCCCC2)C1 (stereo unspecified) | 0.34 | i | i
O=C(CN1C(=O)CNC1=O)Nc1cccc(C(F)(F)F)c1 | -2.19 | i | i
CCOC(=O)C1(CC2CCCCO2)CCN(C(=O)NCc2ccccc2)CC1 (stereo unspecified) | -0.19 | i | i
Cc1csc2ncnc(NCCc3ccccn3)c12 | 0.54 | i | i
Cc1[nH][nH]c(=O)c1C(c1c(C)[nH][nH]c1=O)c1cn(Cc2ccccc2Cl)c2ccccc12 | -0.74 | i | .
Cc1nc2nc(-c3cccnc3)nn2c(C)c1Cl | 1.17 | i | i
O=C(NCCc1ccccc1)C1CC(=O)N(C2CCCCCC2)C1 (stereo unspecified) | -0.67 | i | i
C=CCn1c(SCC(=O)N2CCc3ccccc3C2)nc2sc(C)cc2c1=O | 1.04 | i | i
NNc1nc(Nc2ccccc2)nc(N2CCCCC2)n1 | 1.94 | i | i
O=C(Cn1ncc2c3ccccc3n(Cc3ccccc3)c2c1=O)NCc1ccccn1 | -0.38 | i | i
O=C1CCCC2=C1C(c1ccccc1)CC(=O)N2c1ccccc1 (stereo unspecified) | 0.48 | i | i
Cc1ccc(Cn2c(=O)n(Cc3ccco3)c(=O)c3ccccc32)cc1 | 1.65 | i | i
C/C(=N\NC(=O)COc1ccc(C(C)(C)C)cc1)c1ccc(OC(F)F)cc1 | -0.01 | i | i
O=C(Nc1cccc(F)c1)c1c(F)c(F)c(F)c(F)c1F | 0.49 | i | i
Cc1cc([N+](=O)[O-])nn1CCCC(=O)O | 1.32 | i | i
Cc1ccc(N2C(=O)C(Cc3ccccc3)NC2=S)cc1 (stereo unspecified) | -0.96 | i | i
CC(C)Oc1cc2oc(=O)c3c(c2cc1Cl)CCC3 | -0.03 | i | i
